# SDO1 yeast rescue: growth rescue of sdo1-depleted yeast, primary screen, S. cerevisiae, bone marrow failure model; S. cerevisiae sdo1-depleted JHY4D growth rescue, OD600 30 h; hits give high values; pdr5 snq2 efflux-pump mutant strain; z-score at 10 µM; 0.21% of 140,000 active; AID 817, 2007;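 active = z-score above 3 at both the 24 hr and the 30 hr optical density reads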;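 note: z-score against mean and SD of all compound wells on the same plate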
# Insulin prom inh: inhibitors of insulin promoter-driven GFP, primary screen, imaging, TRM-6 cells (human fetal islet line), eGFP reporter, cell count; AID 1273, 2008; inhibition, % at 2 µM; 0.9% of 130,000 active; reporter expression induced with tamoxifen;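 active = inhibition above the mean plus 3 SD, with well images judged a real hit on visual review, cut at about 60% in these data, passing the limit was not always enough; inconclusive = inhibition over the cutoff but images rejected on review; inactive = inhibition not above the cutoff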
# SDO1 yeast rescue Rescue 24 h: recorded beside SDO1 yeast rescue, whose call it bears; z-score; S. cerevisiae sdo1-depleted JHY4D growth rescue, OD600; measured here: growth rescue at 24 h;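 0 is the plate mean of compound wells and units are plate SD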
# * hit, by the source's call; ? = inconclusive; / = no result given; & = joins results of further samples; [ ] = remark or other dose.
Insulin prom inh	SDO1 yeast rescue Rescue 24 h	SDO1 yeast rescue	SMILES
34	-0.08	0.56	CC1=C(C#N)C(=O)NC(C)(C)C1
-21	-0.18	0.02	COc1ccc(-c2cc(C(=O)NCc3ccco3)no2)cc1OC
0	0.46	0.83	COc1ccccc1NC(=O)CC1C(=O)NCCN1C(=O)Nc1ccccc1 (stereo not drawn)
31	0.18	0.63	Cc1ccc(/C=C/C(=O)Nc2ccc(N(C)C)cc2)o1
30	-1.3	-0.85	Fc1ccc(NC(=S)N2N=CCC2c2ccccc2)cc1 (stereo not drawn)
16	-0.47	0.19	CCn1c(-c2cc(C3CC3)nc3ccccc23)n[nH]c1=S
19	/	/	CC(C)CN(CC(C)C)C(=S)Nc1ccc(Cl)cc1
/	-1.8	-1.9	Cc1nnc2c3ccccc3c(-c3cccc4ccccc34)nn12
-9	-1.4	-1.2	CC(=O)Oc1ccc2oc(=O)c3c(c2c1)CCCN3C(=O)CN1CCN(c2ncccn2)CC1
-62	-0.1	-0.1	O=C(Nc1ccc2c(c1)CCC2)c1ccc(F)c(S(=O)(=O)N2CCOCC2)c1
0	/	/	Cc1c(C)n(Cc2ccccc2)c2ccc(C(=O)OCCCN(C)C)cc12
/	-0.3	-0.6	Cc1cccc(C)c1NC(=O)C1c2ccccc2Oc2ccccc21
-12	1.1	0.35	C/C(N)=C(/C#N)C(=O)CSc1nnc(COc2ccccc2Cl)o1
-23	0.18	0.16	Cc1cc(NS(=O)(=O)c2ccc(NC(=O)C(CC(C)C)N3C(=O)c4ccccc4C3=O)cc2)nc(C)n1 (stereo not drawn)
19	/	/	CCC(C)(C)NC(=O)Nc1cc(Cl)ccc1OC
49	0.35	1	CCN(CC)CC(=O)Nc1ccc(C)cc1Br
/	-0.43	-0.48	Cc1cc(=O)n(CC=C(Cl)Cl)c2ccccc12
7	-0.95	-1.4	Cc1csc(NC(=O)C2CCCN(S(=O)(=O)c3ccc(Br)s3)C2)n1 (stereo not drawn)
/	-0.04	0.51	Cn1c(=O)cc(N2CCCCC2)[nH]c1=O
-25	-0.01	-0.87	O=C(NCc1ccco1)C(c1ccccc1)N(C(=O)Cc1cccs1)c1ccccc1 (stereo not drawn)

# Two entries from above, field by field.
> Cc1c(C)n(Cc2ccccc2)c2ccc(C(=O)OCCCN(C)C)cc12
- Insulin prom inh = 0
- SDO1 yeast rescue Rescue 24 h = /
- SDO1 yeast rescue = /

> Cc1cccc(C)c1NC(=O)C1c2ccccc2Oc2ccccc21
- Insulin prom inh = /
- SDO1 yeast rescue Rescue 24 h = -0.3
- SDO1 yeast rescue = -0.6

# The list goes on:
Insulin prom inh	SDO1 yeast rescue Rescue 24 h	SDO1 yeast rescue	SMILES
29	/	/	CC(C)(C)c1ccc(NC(=O)C(=O)C2C(=O)Nc3ccccc32)cc1 (stereo not drawn)
-28	-0.58	-0.55	O=C(CSc1ncn[nH]1)Nc1ccccc1Sc1ccc(Cl)cc1
29	-0.85	0.2	COc1ccc(/C=N/Nc2nc(=O)[nH]nc2C)cc1[N+](=O)[O-]
56	1.2	1.3	CCCOc1cccc(C2C(C(=O)c3ccco3)=C(O)C(=O)N2CCN(CC)CC)c1 (stereo not drawn)
14	0.78	0.53	COC(=O)c1ccc(NC(=O)C(=O)N2CCN(C(=S)NCCc3ccccc3)CC2)cc1
-71	0.81	0.86	C=CC[N+]1(CC#CCOC(c2ccccc2)c2ccccc2)CCOCC1
14	/	/	CCNC(=O)NC(=O)C(C)OC(=O)Cc1coc2cc3c(cc12)CCC3 (stereo not drawn)
-7	/	/	CCN(CC)c1cc(Cl)nc(N)n1
-17	-0.17	-0.44	O=C(Nc1ccc(-c2nnc(-c3ccco3)o2)cc1)C(c1ccccc1)c1ccccc1
15	-0.45	-0.42	CC(C)Cn1c(SCC#N)nc2ccccc2c1=O
/	-0.7	-0.2	Cc1ccc(Nc2n[nH]c(C)c2[N+](=O)[O-])cc1
57	0.48	0.28	Cc1ccc(-n2[nH]c(C)c(C=Nc3ccc4[nH]c(=O)[nH]c4c3)c2=O)cc1C
3	-0.51	-0.29	COc1ccc(S(=O)(=O)N2CCN(CC(=O)Nc3cccc(F)c3)CC2)cc1
/	0.12	0.55	O=C(CC1CCCC1)NCCc1cn2ccccc2n1
7	0.57	0.41	NS(=O)(=O)c1cccnc1Nc1c(Cl)cccc1Cl
/	0.52	0.53	CNC(=S)NNC(=O)c1sccc1OCc1ccccc1
/	-0.88	-0.72	COC(=O)c1ccsc1NC(=O)CN1CCN(Cc2ccc3c(c2)OCO3)CC1
-122	/	/	O=C(NCCCCCCNC(=O)OCCO)OCCO
50	-0.13	-0.8	COCCn1nnnc1C(CC(C)C)N1CCN(c2ccccc2)CC1 (stereo not drawn)
/	-0.12	0.02	Cc1ccccc1-c1nc(CN2CCC(C(=O)NCc3ccco3)CC2)c(C)o1

# 3 entries from above, ordered by molecular weight, smallest number first:
Insulin prom inh	SDO1 yeast rescue Rescue 24 h	SDO1 yeast rescue	SMILES
-12	1.1	0.35	C/C(N)=C(/C#N)C(=O)CSc1nnc(COc2ccccc2Cl)o1
3	-0.51	-0.29	COc1ccc(S(=O)(=O)N2CCN(CC(=O)Nc3cccc(F)c3)CC2)cc1
-9	-1.4	-1.2	CC(=O)Oc1ccc2oc(=O)c3c(c2c1)CCCN3C(=O)CN1CCN(c2ncccn2)CC1

# (more compounds)
Insulin prom inh	SDO1 yeast rescue Rescue 24 h	SDO1 yeast rescue	SMILES
13	-0.42	-0.55	CC(C)(C)NCC(O)COc1ccccc1C(C)(C)C (stereo not drawn)
/	0.24	0.57	CC(C)C(=O)NC(C)C(c1cccs1)N1CCOCC1 (stereo not drawn)
14	-0.46	-0.04	N#C/C(=C\c1ccc(F)cc1)c1n[nH]c(Cn2cncn2)n1
/	-0.69	-0.2	O=C(O)C1CC=CCC1C(=O)N1CCCC1 (stereo not drawn)
-13	0.12	-0.55	CCNC(=O)c1ccc(-n2nc(C)cc2-c2ccccc2)cc1
-66	1	1.1	CCOc1ccc(C(=O)NCc2ccccc2OC)cc1
-21	-0.82	-0.42	FC(F)(F)c1ccccc1NC(=S)NN1CCOCC1
/	0.18	0.84	CS(=O)(=O)c1ccc(C(=O)Nc2cc(S(C)(=O)=O)ccc2Cl)cc1
0	-1.8	0.08	C/C=C/Cn1c(Br)nc2c1c(=O)n(C)c(=O)n2C
-21	-0.36	-0.97	O=C(CSc1ccccc1)N(c1ccc(Br)cc1)c1nccs1
23	-0.45	0.04	COc1ccc(C(=O)/C=C/N2CCCCC2)cc1OC
-146	-0.92	-0.26	COc1cc(C(O)P(=O)(OC2CCCCC2)c2ccc(N(C)C)cc2)cc(OC)c1OC (stereo not drawn)
17	-0.3	-0.12	O=C(O)C1CC(=O)N(c2ccc(OCc3ccccc3)cc2)C1 (stereo not drawn)
29	/	/	O=C(O)Cc1coc2cc3c(cc12)CCC3
13	-0.9	-1	O=C(NNC(=O)c1ccc(SCC2CCCO2)c([N+](=O)[O-])c1)c1ccc(Cl)c([N+](=O)[O-])c1 (stereo not drawn)
23	-0.73	-0.49	O=C(COC(=O)c1ccc(Cl)c([N+](=O)[O-])c1)Nc1ccccc1OC(F)F
26	0.91	0.93	CCOC(=O)Nc1cc2c(cc1C(C)=O)OCO2
-55	-0.82	-0.64	CCN(CC)S(=O)(=O)c1cc(C(=O)OCC(=O)c2ccc3c(c2)NC(=O)CO3)ccc1F
80*	-1.3	-0.95	C=CCSc1nc(NC)c2sccc2n1
28	-1	-1.6	O=Nc1c(O)n(Cc2ccc(Cl)cc2Cl)c2ccccc12

# Complete entries as entered above. Screens in order: Insulin prom inh, SDO1 yeast rescue Rescue 24 h, SDO1 yeast rescue
# Entry for `CC(C)C(=O)NC(C)C(c1cccs1)N1CCOCC1` (stereo not drawn) = /, 0.24, 0.57
# Entry for `CS(=O)(=O)c1ccc(C(=O)Nc2cc(S(C)(=O)=O)ccc2Cl)cc1` = /, 0.18, 0.84
# Entry for `CCN(CC)S(=O)(=O)c1cc(C(=O)OCC(=O)c2ccc3c(c2)NC(=O)CO3)ccc1F` = -55, -0.82, -0.64

# Remaining list, next part.
Insulin prom inh	SDO1 yeast rescue Rescue 24 h	SDO1 yeast rescue	SMILES
-37	/	/	CSC(=NC#N)N1CCN(c2ccc([N+](=O)[O-])cc2)CC1
7	0.7	-0.04	O=S(=O)(Nc1cc(Cl)ccn1)c1ccc(Cl)cc1
8	0.92	0.94	CN1c2ccccc2C(O)=C(C(=S)Nc2ccc(F)c(Cl)c2)S1(=O)=O
-26	-0.71	-0.51	Cc1cc(Oc2ccccc2)nc(SCC(=O)Nc2ccccc2)n1
/	-0.46	0.09	OC(CN1C2=NCCN2c2ccccc21)c1ccccc1 (stereo not drawn)
33	/	/	CCOc1cc(/C=C\[N+](=O)[O-])ccc1OCC(=O)N1CCOCC1
/	-0.05&-0.54	0.47&-0.68	O=C(CN1CC(=O)Oc2ccccc21)NCc1ccco1
?	-1.6	-2.5	c1ccc(C(Cc2nc(-c3ccncc3)no2)c2ccccc2)cc1
5	1.2	-0.66	Cc1ccc(C(C#N)c2ccc3c(C(F)(F)F)cc(C(F)(F)F)nc3n2)cc1 (stereo not drawn)
/	-1.2	-0.97	Cc1[nH]c2ccccc2c1C(=O)CSc1nc2ccccc2[nH]1
50	4.9	2.8	Cc1nnc(OCC(=O)NCCC2=CCCCC2)c2ccccc12
-18	/	/	O=C(c1ccc2c(c1)N(Cc1ccc(F)cc1)C(=O)c1ccccc1S2(=O)=O)N1CCN(c2ccccn2)CC1
22	-0.12	0.02	CCCCN(CC)c1nc(N)c(C#N)c(CC#N)c1C#N
/	-0.32	-0.87	Cc1ccc(S(=O)(=O)Cn2nnnc2CN2CCCC3(CCCCC3)C2)cc1
28	-0.63	-0.45	O=C(COC(=O)Cn1c(C(F)(F)F)nc2ccccc21)Nc1ccc2c(c1)OCCO2
/	0.97	0.2[9.2 µM]	O=C(CCNC(=O)c1ccc(Br)o1)NCc1ccccc1Cl
-13	-0.76	-1.4	Cc1ccc2nc(N(CCCN(C)C)C(=O)CCc3ccccc3)sc2c1
19	0.81	1.2	O=C(Nc1cccnc1)c1cccc(NC(=O)c2ccco2)c1
-49	-0.84	-0.68	CCC(C)C(=O)Nc1nc(-c2ccc3c(c2)NC(=O)CO3)cs1 (stereo not drawn)
-103	1.3	5.8	CCn1c(=O)c(C(=O)CN2CCCc3ccccc32)c(N)n(Cc2ccccc2)c1=O
92*	-1.1	-1.6	Clc1ccc2c(N/N=C/c3ccc(Br)cc3)ccnc2c1
22	1.1	0.23	COC(=O)C(C(=O)Nc1ccc(OC)cc1)C1CCCCCC1 (stereo not drawn)
58	/	/	COc1ccc(CN(C(=O)Cn2nnc(-c3ccc(C)o3)n2)C(C(=O)NCC2CCCO2)c2ccco2)cc1 (stereo not drawn)
-7	1.6	1.6	O=c1nc(N2CCCCC2)nc2n1CCO2
-14	-0.3	0.1	Cc1ccc(CNC(=O)CC2C(=O)Nc3c2c(=O)n(C)c(=O)n3Cc2ccccc2)cc1 (stereo not drawn)
-12	1.2	0.63	O=C(c1ccco1)N1CCN(C(c2cccs2)c2nnnn2C2CCCCC2)CC1 (stereo not drawn)
/	2.8	0.94	Cn1c(C(=O)Nc2ccc3c(c2)OCO3)cc2c(=O)n(C)c3ccccc3c21
52	0.53	-0.03	COC(=O)c1sc2nc(SCc3ccccc3C#N)n(N)c(=O)c2c1C
-11	-0.8	0.26	CC(C)Cn1c(N)c(C(=O)COC(=O)c2ccncc2)c(=O)n(C)c1=O
19	/	/	O=C(Nc1cccn2ncnc12)C(F)(F)F
/	1	1.2	COc1ccc([N+](=O)[O-])cc1NC(=O)CSc1nncn1-c1ccccc1
-69	-0.4	-1.3	Cc1onc(-c2c(Cl)cccc2Cl)c1C(=O)N1CCc2ccccc2C1
17	0.43	0.67	Cc1c(-n2cc(C(=O)c3ccccc3O)cc(C#N)c2=O)c(=O)n(-c2ccccc2)n1C
/	-0.59	-0.12	CCCCCCOc1ccc(C(CC(=O)O)C(N)=O)cc1 (stereo not drawn)
40	2	2	CC(O)(C#CCN1CCOCC1)c1ccccc1 (stereo not drawn)
/	-1.9	-2.5	CN(Cc1ccccc1)Cc1nc2c(c(=O)n(C)c(=O)n2C)n1Cc1ccc(F)cc1
/	0.3	0.62	CCOC(=O)C1CCN(c2ccc(C(N)=O)cc2[N+](=O)[O-])CC1
/	0.54	0.94	COc1cccc(C(=O)N2CCN(c3ncccn3)CC2)c1
5	/	/	CC(C)c1cc(N=NC(N)=O)cc(C(C)C)c1O
44	0.17	0.45	COc1cc(OC)cc(C(=O)NCC(=O)OCC(=O)c2cc(OC)ccc2OC)c1
34	-0.79	-1.7	CC(=O)Nc1cccc(C(=O)OCc2ccc(C(=O)Oc3ccc(Cl)cc3)cc2)c1
22	1.9	1.2	COc1cccc(NS(=O)(=O)c2ccc(NC(C)=O)cc2)c1
50	-0.28	-0.01	Cc1ccc(S(=O)(=O)N[C@@H](C)C(=O)N2CCC(C(=O)N3CCC[C@H]3C(=O)O)CC2)cc1
-292	0.18	-0.49	O=C1CN(Cc2ccccc2)C(=NCc2ccco2)S1
/	0.17	0.22	Cc1ccc(S(=O)(=O)/N=S(\C)CC2CC2(Cl)Cl)cc1 (stereo not drawn)

# Screens as filed in PubChem BioAssay.
